# FXN GAA850 act: frataxin GAA850 promoter activation; HEK293 lucGAA850 FXN promoter luciferase reporter, 24 h; percent of 10 µM SAHA response; activation, % at 6 µM; 360,000 compounds, 0.56% hits; AID 540364;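 active = activation above the average of all compounds screened plus 3 SD, cutoff fixed separately per campaign, cut at about 7.5% in these data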;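 note: 0% = DMSO wells and 100% = 10 µM SAHA wells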
# PLC-beta3 inh: blocks human PLC-beta3 enzyme activity; Q01970; Purified PLC-beta3, fluorogenic substrate, fluorescence; inhibition, % at 12.2 µM; 370,000 compounds, 0.18% hits; in the data active = inhibition above about 11%;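 note: 0% = median of compound wells on plate and 100% = full blocker control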
# Target sequence (Q01970 whole entry, looked up): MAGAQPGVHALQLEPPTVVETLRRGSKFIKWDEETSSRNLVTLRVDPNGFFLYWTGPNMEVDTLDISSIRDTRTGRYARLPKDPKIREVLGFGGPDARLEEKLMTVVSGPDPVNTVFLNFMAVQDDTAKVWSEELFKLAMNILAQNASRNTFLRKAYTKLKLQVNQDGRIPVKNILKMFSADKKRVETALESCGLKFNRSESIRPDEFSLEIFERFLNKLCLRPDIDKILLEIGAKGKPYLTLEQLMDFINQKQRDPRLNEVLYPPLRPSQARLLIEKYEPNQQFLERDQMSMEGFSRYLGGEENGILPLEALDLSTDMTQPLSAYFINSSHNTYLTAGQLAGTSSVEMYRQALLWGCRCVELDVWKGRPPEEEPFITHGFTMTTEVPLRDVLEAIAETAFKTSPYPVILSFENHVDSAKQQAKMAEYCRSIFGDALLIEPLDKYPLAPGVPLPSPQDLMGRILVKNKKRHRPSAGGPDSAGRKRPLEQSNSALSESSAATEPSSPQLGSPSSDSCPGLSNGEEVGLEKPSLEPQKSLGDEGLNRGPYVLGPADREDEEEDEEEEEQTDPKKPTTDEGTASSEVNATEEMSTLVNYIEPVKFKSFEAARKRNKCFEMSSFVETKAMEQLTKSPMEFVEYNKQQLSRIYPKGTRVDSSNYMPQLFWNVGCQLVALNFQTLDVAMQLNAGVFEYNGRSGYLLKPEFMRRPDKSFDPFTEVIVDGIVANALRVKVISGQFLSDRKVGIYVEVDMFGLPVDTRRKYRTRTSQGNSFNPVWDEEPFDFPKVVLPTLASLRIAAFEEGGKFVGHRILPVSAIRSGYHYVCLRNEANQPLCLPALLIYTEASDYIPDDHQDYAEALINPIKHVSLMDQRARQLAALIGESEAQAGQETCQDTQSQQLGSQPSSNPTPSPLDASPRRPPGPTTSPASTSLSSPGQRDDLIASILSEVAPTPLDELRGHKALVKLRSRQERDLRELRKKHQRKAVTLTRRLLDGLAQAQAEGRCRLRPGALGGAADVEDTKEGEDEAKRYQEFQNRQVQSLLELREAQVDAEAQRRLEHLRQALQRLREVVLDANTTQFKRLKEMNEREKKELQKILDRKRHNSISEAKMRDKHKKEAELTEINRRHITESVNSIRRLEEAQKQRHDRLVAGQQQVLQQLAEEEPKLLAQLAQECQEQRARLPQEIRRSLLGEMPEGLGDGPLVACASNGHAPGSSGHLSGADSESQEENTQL
# hcDAF-12 act: H. contortus DAF-12 activation, primary screen; activation, % at 6.8 µM; HEK293 hcDAF-12 lit1-tk-luc reporter, luminescence; 0% DMSO, 100% Δ7-dafachronic acid; 370,000 compounds, 1.4% hits;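 active = activation above the mean of all tested compounds plus 3 SD, cut at about 5.5% in these data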;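 note: 100% = response to 3 µM Δ7-dafachronic acid high control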
# SMARCA2 activ: SMARCA2 function activation, primary screen; MG213 cells, MMTV-luciferase reporter, dexamethasone, overnight; activation, % at 9.1 µM; 370,000 compounds, 1% hits; in the data active = activation above about 7.8%;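 note: 0% = vehicle wells and 100% = reference activator wells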
# ssDAF-12 act: activates DAF-12 receptor from parasite S. stercoralis; AID 652126; activation, % at 6.8 µM; HEK293 ssDAF-12/GRIP1 lit1-tk-luc reporter, luminescence; % of 3 µM dafachronic acid response; 370,000 compounds, 1% hits;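 active = activation above the mean over all tested compounds plus 3 SD, cut at about 0.9% in these data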;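 note: 0% = DMSO-only wells and 100% = 3 µM delta7-dafachronic acid wells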
# DAX1 inh-1: inhibits human nuclear receptor DAX1. HEK293 Gal4-DAX1 luciferase reporter, luminescence. AID 504766. inhibition, % at 6.75 µM. 340,000 compounds, 0.99% hits;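 active = inhibition above the mean over all tested compounds plus 3 SD, cut at about 4.2% in these data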;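 note: 0% = DAX1-transfected cells with DMSO and 100% = empty-vector control cells with DMSO; inhibition shows as a rise in luminescence from relieved DAX1 repression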
# DAX1 inh-2: inhibitors of DAX1 repression of SF-1 activated StAR promoter | HEK293T StAR-luciferase reporter, SF-1/DAX-1 repression relief | inhibition, % at 6.8 µM | 370,000 compounds, 1.1% hits | AID 652010;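 active = inhibition above the mean over all tested compounds plus 3 SD, cut at about 3.6% in these data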;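 note: 0% = DAX-1 cells with DMSO and 100% = cells lacking DAX-1 with DMSO; higher inhibition means more luminescence from relief of DAX-1 repression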
# HGIII-sPLA2 inh: Inhibits HGIII-sPLA2 liposome hydrolysis, primary screen | Q9NZ20 | QFRET BODIPY PC-A2 liposome hydrolysis, fluorescence | inhibition, % at 12.2 µM | 370,000 compounds, 0.56% hits | AID 743126;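 active = inhibition above mean plus 3 SD of compounds lying within the high and low control bounds, cut at about 19% in these data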;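 note: 0% = median of test compound wells and 100% = no enzyme DMSO wells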
# NR1D1 modulator: Rev-erb alpha (human) modulation | Rev-erbα–FITC-DNA binding, fluorescence polarization, 90 min | activity, % at 10 µM | 370,000 compounds, 0.79% hits;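 active = activity above about 14%, limit read from the data; passing the limit was not always enough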;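 note: 0% = DMSO wells with 35 nM protein and 100% = DMSO wells with 750 nM protein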
# hgDAF-12 ag: agonists of H. glycines DAF-12 nuclear receptor | HEK293 GAL4-hgDAF12 UAS-luciferase reporter, agonist luminescence; normalized to butyrate control | activation, % at 6.8 µM | 370,000 compounds, 1.8% hits | AID 687014;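 active = activation above a cutoff set at the mean of all screened compounds plus 3 SD, cut at about 10% in these data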;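 note: 0% = DMSO wells and 100% = sodium butyrate wells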
# PG9 binder: PG9 antibody binding by small molecule; TR-FRET gp120-PG9 antibody binding; inhibition, % at 6.7 µM; 360,000 compounds, 0.43% hits; in the data active = inhibition above about 8.5%
# The depositor's hits bear a star; x = no result given; & = joins results of further samples. Rows are unselected. Share with any hit: about 7%.
SMILES,FXN GAA850 act,PLC-beta3 inh,hcDAF-12 act,SMARCA2 activ,ssDAF-12 act,DAX1 inh-1,DAX1 inh-2,HGIII-sPLA2 inh,NR1D1 modulator,hgDAF-12 ag,PG9 binder
O=C(NC(=S)Nc1ccc(Cl)c(C(=O)O)c1)c1cccc(COc2ccccc2)c1,2.7,-7,-1.2,0,-1.5,-0.1,0.1,-21,2,-1.6,-1.4
COc1ccc(/C=N/NC(=O)c2cccc(Br)c2)cc1Cn1cc(Cl)cn1,-1.8,-1,-1.0,-6,-0.8,0.2,0.2,-4,-4,-0.2,0.3
CCCCCCOc1ccc(C(CC(N)=O)C(=O)O)cc1 (stereo unspecified),3.0,-4,-1.1,-2,0.3,4.4*,-0.3,8,-3,-2.1,-0.5
O=C(O)Cc1ccc(N=Nc2c(O)c(C(=O)O)cc3ccccc23)cc1,3.4,-19,6.8*,4,-0.1,0.7,0.4,0,-7,10,-3.5
CCC(CC)C(=O)c1c[nH]c(C(=O)NCc2cccnc2)c1,-0.2,-2,-0.4,0,-1.2,1.0,-1.6,-3,-7,2.0,0.7
O=C(c1cccc([N+](=O)[O-])c1)N1CCN(c2ccccn2)CC1,0.6,0,-1.4,0,0.5,-1.0,-0.2,2,-3,1.9,0.1
COc1ccccc1CC(NC(C)=O)C(=O)NC1CCN(C(=O)c2ccc([N+](=O)[O-])cc2)CC1 (stereo unspecified),3.4,-6,-1.2,-5,-0.5,0.5,-0.5,8,-1,2.8,1.8
COC(=O)C1OC1c1cc([N+](=O)[O-])ccc1OC (stereo unspecified),-0.5,3,-1.0,0,-0.6,0.6,-1.0,-5,-7,-1.9,-1.7
CC1Cc2cc(/C(O)=C3/C(=O)C(=O)N(CCN4CCOCC4)C3c3ccc([N+](=O)[O-])cc3)ccc2O1 (stereo unspecified),-0.6,-20,4.2,1,-0.6,0.7,0.4,-3,0,3.5,-2.4
O=C(COc1ccc2ccccc2c1)NNC(=O)c1cnccn1,0.3,-1,-1.6,-3,0.1,-0.5,-0.8,13,1,-0.5,0.0
CCOc1ccc(NC(=O)c2nn(-c3ccc(OC)cc3OC)c(=O)c3ccccc23)cc1,x,4,1.8,0,-0.9,x,-0.5,3,-2,-2.3,-2.2
COC(=O)c1c(C)oc(C)c1S(=O)(=O)N1CCCC1,0.7,-4,-0.8,0,-1.4,4.4*,0.0,-1,-1,-1.2,-2.2
O=C(COc1cccc(NC(=O)c2ccco2)c1)c1ccccc1,0.4,-1,-1.8,0,-0.9,0.1,0.7,-11,2,-0.5,1.4
O=C(CSCc1ccc(Cl)cc1)NCCSCc1ccco1,2.0,-13,0.0,1,-1.7,-0.1,0.1,-1,1,-1.1,-1.0
COc1cc(NC(=O)Nc2cccc(C(C)=O)c2)cc(OC)c1OC,-2.6,2,-0.7,2,-1.2,1.6,0.3,-2,6,0.9,-1.3
N#C/C(=C\c1ccccc1)C(=O)NCc1ccc(F)cc1,0.7,-3,-1.4,0,-1.3,2.8,0.3,-7,1,-0.5,1.4
Cc1cc(Cl)ccc1OC(C)C(=O)Nc1ccc([N+](=O)[O-])cn1 (stereo unspecified),2.5,0,-2.2,-2,-2.1,-1.8,-0.8,10,-1,-3.1,-0.1
O=C(NC(=S)NCc1ccc(Cl)cc1Cl)c1ccco1,-1.8,0,-1.8,-3,-1.5,0.7,-1.3,-5,6,3.5,-1.0
CCC1CCCCN1CCCNC(=O)c1ccc2c(c1)N(Cc1c(F)cccc1Cl)C(=O)CS2 (stereo unspecified),-4.6,-4,-0.2,1,-1.1,-0.2,0.3,-6,-1,1.7,-1.0
O=C(CN(C1CC1)S(=O)(=O)c1ccc(S(=O)(=O)NC2CCCCC2)cc1)Nc1ccccc1,4.4,4,-2.5,-2,-1.3,-0.6,-1.0,-58,-2,-4.2,-1.4
Cc1ccc(CNc2ncnc(N)c2[N+](=O)[O-])cc1,-1.3,-3,-1.4,0,-2.1,0.2,-0.6,0,7,-0.2,-1.6
COc1ccc(NC(=O)CCN2CCCCC2)cc1,-0.9,-1,-1.4,0,-0.6,-0.2,0.1,9,-2,0.0,0.3
CN(NC(=O)NN)c1ncc(C(F)(F)F)cc1Cl,1.3,2,0.3,1,-1.3,0.1,0.1,-4,-3,-1.7,-2.7
O=C(NCSc1ccnc(SCNC(=O)c2ccc(F)cc2)n1)c1ccc(F)cc1,0.4,-1,-1.2,-2,-0.8,1.5,1.2,5,-3,-1.2,-0.1

# Another view of two compounds above:
canonical_smiles	FXN GAA850 act	PLC-beta3 inh	hcDAF-12 act	SMARCA2 activ	ssDAF-12 act	DAX1 inh-1	DAX1 inh-2	HGIII-sPLA2 inh	NR1D1 modulator	hgDAF-12 ag	PG9 binder
O=C(CSCc1ccc(Cl)cc1)NCCSCc1ccco1	2.0	-13	0.0	1	-1.7	-0.1	0.1	-1	1	-1.1	-1.0
O=C(NCSc1ccnc(SCNC(=O)c2ccc(F)cc2)n1)c1ccc(F)cc1	0.4	-1	-1.2	-2	-0.8	1.5	1.2	5	-3	-1.2	-0.1

# Further results
SMILES,FXN GAA850 act,PLC-beta3 inh,hcDAF-12 act,SMARCA2 activ,ssDAF-12 act,DAX1 inh-1,DAX1 inh-2,HGIII-sPLA2 inh,NR1D1 modulator,hgDAF-12 ag,PG9 binder
Oc1ccc(-c2nc3ccccc3nc2-c2ccc(O)cc2O)c(O)c1,-1.1,-9,-1.2,-3,-1.1,-0.1,-1.2,-34,6,1.1,0.7
COc1ccccc1N1C(=O)S/C(=C\c2cc(C)n(C)c2C)C1=O,1.2,-23,-0.5,3,-0.8,-1.7,0.7,2,6,10,-1.0
O=C(O)c1ccc(S(=O)(=O)N(CCc2ccccc2)Cc2ccc(Cl)cc2)cc1,1.2,-3,1.6,-2,-1.3,1.9,0.0,-24,4,-1.8,-2.4
O=C(Nc1ccc2nc3ccccc3nc2c1)c1ccc(Br)cc1,5.8,-53,-2.0,-3,-1.7,-0.9,0.5,-13,-34,-0.3,-44
Cc1cccnc1CCNC(=O)CC1C(=O)NCCN1CC1CCCCC1 (stereo unspecified),-1.0,-22,-0.9,1,-1.6,1.0,-0.3,-4,1,-4.2,0.8
CC(C)CCN1CCC(C)(NC(=O)c2ccccc2)C1=O (stereo unspecified),1.3,0,-0.8,2,-1.6,0.1,0.4,5,3,2.7,0.3
Cc1cccc(N2CCN(C(=O)NCc3ccc(F)cc3)CC2)c1C,0.9,-3,-1.4,-1,-0.8,-0.3,0.1,-3,3,0.7,-0.9
COc1ccc(NC(=O)c2ccc3ccccc3c2OC)cc1,-0.8,-4,-0.1,6,-1.2,4.4*,-0.3,0,6,4.1,1.7
O=C(NCc1ccccn1)C1CC(c2ccccc2Cl)=NO1 (stereo unspecified),1.7,0,-1.5,3,-0.7,3.1,-0.1,6,-3,0.9,1.4
CC(=O)N1CCc2cc(S(=O)(=O)CCC(=O)Nc3ccccc3F)ccc21,3.0,-5,-0.2,-1,-1.2,0.6,0.0,3,-1,0.6,0.1
NC(=O)c1ncn([C@@H]2O[C@H](CO)[C@@H](O)[C@H]2O)c1O,-1.5,0,0.3,-1,-0.6,0.7,-0.3,2,-3&-4,3.7,-2.6
O=C(CCNC(=O)c1ccccc1Cl)NCc1cccnc1,0.0,-16,-0.2,-1,-0.6,1.3,0.4,-1,-4,-1.8,0.7
CCCCn1c(N)c(N(CC(C)C)C(=O)C2CCN(S(=O)(=O)c3ccc(C)cc3)CC2)c(=O)[nH]c1=O,1.4,-3,-0.9,3,-0.8,0.9,-1.6,-3,-7,-0.6,0.4
C=CCn1c(Cc2ccccc2)n[nH]c1=S,1.3,4,-1.6,-4,-1.2,0.4,-0.6,7,-1,-2.8,-0.3
O=C(O)CCCC(=O)Nc1ccc(Sc2ccc([N+](=O)[O-])cc2)cc1,0.2,-1,2.4,1,-1.5,1.5,0.2,0,0,2.3,-0.6
CCNC(=S)NCc1ccco1,3.1,2,1.7,-4,-0.9,0.3,0.4,-1,-2,2.0,-2.7
O=[N+]([O-])c1ccccc1OCCN1CCCC1,0.9,-7,-0.5,-2,-1.2,-0.3,0.8,2,9,1.0,0.4
CC(=O)N1CCN(C2c3cccc4cccc(c34)C2NS(=O)(=O)c2ccccc2)CC1 (stereo unspecified),-0.4,3,-1.0,1,-1.0,0.1,0.0,-6,-2,-2.1,0.3
CCOC(=O)C1=C(CS(=O)(=O)c2ccccc2)NC(=O)NC1c1ccccc1OC (stereo unspecified),-1.5,-1,-3.1,1,-1.8,0.3,0.1,-8,4,2.3,-1.3
CN(C(=O)c1cccc(NC(=O)Cc2ccc(NC(=O)C3CCN(C(=O)c4ccccc4)CC3)cc2)c1)C1CC1,0.1,-2,-1.0,-3,-0.9,-1.3,-2.6,-8,-3,-0.9,0.7
COc1ccc(C2N=C(N)N=C(N)N2c2ccc(C)cc2)cc1 (stereo unspecified),-0.9,-2,-1.9,0,-1.8,0.4,0.1,6,5,2.8,1.8
CCOC(=O)c1nn(-c2ccc(C)cc2)c(=O)c2c(N)scc12,7.0,-138,-2.0,-1,-1.3,-1.2,0.3,0,-3,1.5,-0.5
O=c1c2ccccc2nc(SCc2ccccc2F)n1C1CCCC1,0.6,-1,1.1,-1,-1.8,-0.7,0.2,4,4,0.5,-1.8
O=C(CCc1[nH]c2ccccc2c1Sc1ccccc1)NCCO,0.7,-9,-1.0,-6,-0.8,0.2,-0.4,-14,4,-1.8,-1.6
CCOC(=O)CCSCC(=O)Nc1cc(C)on1,0.2,0,0.8,-3,-1.2,-0.1,0.7,9,2,-0.8,-1.4
Cc1cc(C(F)(F)F)n2nc(C)c(-c3ccc(Cl)cc3)c2n1,3.8,3,0.0,-1,-0.8,0.5,-0.3,-5,3,-0.5,0.1
Cc1ccc(C(=O)NC(=S)Nc2ccc(CN3CCCCC3)cc2)c(C)c1,0.3,-4,-0.9,-2,-1.0,-0.2,-0.3,10,-4,-1.6,-0.2
CC(C)=NNC(=O)CN1C(=O)NC2NC(=O)NC21 (stereo unspecified),-1.3,0,-2.7,-1,-0.6,1.2,-0.4,2,6,0.6,-2.0
Cc1c(CC(=O)O)c(=O)oc2c(C)c(OCc3ccccc3)ccc12,-1.8,-11,1.6,-1,-1.0,1.2,-0.7,5,-3,1.6,3.1
O=C(O)c1cccc(N/N=C/c2ccc(F)c(F)c2)c1,3.6,-9,2.7,7,0.1,-1.7,5.0*,2,0,9.0,-1.2
O=C(OCc1nnc(-c2ccc([N+](=O)[O-])cc2)o1)C1CC(=O)N(CCc2ccccc2)C1 (stereo unspecified),-1.0,-6,1.3,-2,-1.1,-0.5,-0.8,-5,-4,-0.4,-1.6
O=C(CN1C(=O)NC2(CCCC2)C1=O)Nc1cc(C(F)(F)F)ccc1N1CCOCC1,0.4,-1,-0.8,-3,-1.4,-0.3,-0.8,8,-7,-2.5,-0.3
O=C(O)CC(NS(=O)(=O)c1ccc(Br)cc1)c1ccco1 (stereo unspecified),2.2,-1,-1.2,-5,-1.4,0.2,-0.5,4,-2,-0.5,0.3
CCCCn1c(N)c(N(CC)C(=O)C2=NN(c3ccccc3)C(=O)CC2)c(=O)[nH]c1=O,0.8,-3,0.1,5,-1.1,0.8,-0.4,-4,-1,-1.5,-1.6
Cc1ccc(CN2CCC(N3CCC(C(=O)NCC4CCCO4)CC3)CC2)o1 (stereo unspecified),4.4,1,0.5,0,-1.3,-1.0,0.9,0,5,0.1,-1.4
